# NCI-60 one-dose screen, 48 h, at 10 µM unless noted. Numbers give growth in % (100 = growth as untreated, 0 = no growth, -100 = all killed).
# SF-539 – SF-539 CNS cancer. AID 1794752. 81,000 tested, 6.8% active
# UO-31 – UO-31 renal cancer; 81,000 tested, 5.2% active; AID 1794768
# DU-145 – DU-145 prostate cancer; 81,000 tested, 4.2% active
# U251 – U251 CNS tumor cells; 80,000 tested, 5.4% active; AID 1794753
# SF-295 – SF-295 CNS cancer cells. 79,000 tested, 5.6% active. AID 1794758
# SF-268 – SF-268 CNS cancer cells. 82,000 tested, 3.1% active. AID 1794759
# PC-3 – PC-3 prostate cancer cells; AID 1794754; 80,000 tested, 3.9% active
# 786-0 – 786-0 renal cancer cells; 81,000 tested, 5.1% active
# SN12C – SN12C renal cancer cells | 81,000 tested, 3.8% active
# * marks the source's active call; other numbers are inactive results; . = no result given; & = joins results of further samples. Rule for the calls: active = growth percent below 10; inactive = the rest. Hits appear at their usual frequency, and some 9.4% of all compounds hit somewhere here.
SMILES	SF-539	SN12C	UO-31	SF-295	SF-268	DU-145	786-0	U251	PC-3
Cc1ccc(S(=O)(=O)N(c2ccc(Cl)cc2)c2ccccc2C(=O)O)cc1	105	102	80	104	105	125	104	95	82
Cc1cc(CSc2ccccc2C(=O)NCCNc2ccc([N+](=O)[O-])cc2)on1	96	89	70	90	98	101	85	94	86
CCOC(=O)COc1ccc(NC(=O)C2CCCCC2)cc1	99	99	92	95	94	97	98	103	91
COc1nc2c(cc1S(=O)(=O)c1ccccc1)CCCc1ccn(C)c1-2	85	79	52	83	93	102	75	85	62
c1ccc2c(c1)Cc1c-2c2[nH]c3ccccc3c2c2[nH]c3ccccc3c12	100	97	64	87	101	101	96	100	83
CC1(C)OC2C(=O)C=C(COCc3ccccc3)C2O1 (stereo unspecified)	97	103	.	97	114	108	103	98	65
C=C1C(=O)O[C@H]2[C@H]1CC/C(COC(=O)NCCCCNC(=O)OC/C1=C/CC[C@@]3(C)O[C@H]3[C@H]3OC(=O)C(=C)[C@@H]3CC1)=C\CC[C@@]1(C)O[C@@H]21	-24*	20	80	99	49	46	23	74	68
Oc1cccc2ccc(N/N=C/c3cc(CN4CCOCC4)c(O)c4ncccc34)nc12	9.7*	20	-4.1*	17	19	22	19	5.2*	29
NS(=O)(=O)c1ccc(-n2ncc3c(Nc4ccccc4)ncnc32)cc1	85	86	15	29	115	104	82	75	80
CSCCC(NC(=O)OCc1ccccc1)C(=O)O (stereo unspecified)	98	105	90	82	100	106	105	99	100
O=C(O)c1cc(-c2ccc(F)cc2)c2sc(=O)[nH]c2n1	106	109	93	100	98	104	94	102	95
O=S(=O)(O)c1cc(O)c2c(O)c(N=Nc3cc(Cl)ccc3O)c(S(=O)(=O)O)cc2c1	94	98	78	95	102	108	100	90	95
O=C(Nc1ccc(F)c(C(=O)c2c[nH]c3ncccc23)c1F)Nc1cccc2ccccc12	67	95	92	98	100	95	104	96	90
CC(=O)c1ccc2c(c1)Sc1ccccc1N2CCCN1CCN(CCO)CC1	100	94	58	97	96	111	99	93	79
CSc1nccc(-c2c(-c3ccc(F)c(OCCc4ccccc4)c3)nc3sccn23)n1	62	77	62	85	70	96	70	60	47
O=C(O)c1cc2cc(O)ccc2[nH]1	112	107	75	87	107	115	102	99	99
C=CCOc1cccc(/C=C2\SC(=S)N(C3CC(=O)N(c4ccc(Cl)cc4)C3=O)C2=O)c1 (stereo unspecified)	101	99	79	105	102	116	105	104	102
CN=C(NC)c1ccc(CN2CCN(Cc3ccc(C(=NC)NC)cc3)CC2)cc1	103	86	92	107	98	106	104	93	95
CN1CCN(CCCN2c3ccccc3Sc3ccc(Cl)cc32)CC1	85	77&64	54	82&86	88&82	104&91	72&63	68&55	54&56
Cc1cnc2nc(-c3ccc(N(C)C)cc3)cn2c1	100	103	.	106	122	109	92	110	121

# Remaining list, next part
SMILES	SF-539	SN12C	UO-31	SF-295	SF-268	DU-145	786-0	U251	PC-3
Cc1ccccc1Nc1ncnc2[nH]ncc12	102	107	84	109	100	109	118	107	92
CCOC(=O)/C(=C\n1c(=O)[nH]c(=O)[nH]c1=S)C(=O)c1ccccc1	96	111	84	100	98	110	95	93	95
CCNC(=O)Oc1ccc(/C(=C(/C)c2ccc(Cl)cc2)c2ccc(OCCN3CCCC3)cc2)cc1	76	75	66	97	91	102	71	60	82
Cc1nc(N)nc(N)c1Oc1ccc(Cl)cc1	101	108	94	108	139	122	105	95	103
COc1ccc(-c2c(N)n[nH]c2-c2cc(OC)c3c(c2)OCO3)cc1	89	82	73	86	96	99	98	83	92
C=C1C(=O)O[C@H]2[C@H]1CC/C(COC(=O)CSSCC(=O)OC/C1=C/CC[C@@]3(C)O[C@H]3[C@H]3OC(=O)C(=C)[C@@H]3CC1)=C\CC[C@@]1(C)O[C@@H]21	97	80	67	.	96	87	82	95	85
COc1ccc(/C=C/C(C)=N/OCC(=O)Nc2ccc(Cl)cc2)cc1	70	48	36	28	60	63	69	40	28
N=C(N)c1ccc(-c2ccc(-c3ccc(Cl)cc3)o2)o1	74	-59*	46	27	18	-80*	1.7*	-95*	44
CCCCC(CC)C(=O)Oc1c(Cl)cc(Cl)cc1[N+](=O)[O-] (stereo unspecified)	104	101	85	111	102	111	107	105	98
N/C(=N\O)c1ccc2oc(/C=C/c3cc4cc(/C(N)=N\O)ccc4o3)cc2c1	102	98	81	101	113	114	109	102	102
COC(=O)CC1CSC(=S)N1c1cccc(F)c1 (stereo unspecified)	95	99	89	92	96	106	94	104	99
NC(=O)C1C2C(=O)N(c3ccc(Cl)cc3)C(=O)C2C2c3ccccc3C=NN12 (stereo unspecified)	99	93	86	102	94	111	102	91	108
COc1c(N2CC3CCCNC3C2)c(F)cc2c(=O)c(C(=O)NN3C(=O)c4ccccc4C3=O)cn(C3CC3)c12 (stereo unspecified)	105	103	99	107	108	116	102	112	107
CSc1ncc(Br)c(SC)n1	106	106	90	102	103	110	98	102	90
CCN1C(=O)N(CC)C2NNC(Sc3c(C(=O)O)c4ccccc4n(CC(C)C)c3=O)=NC21 (stereo unspecified)	-29*	24	39	-15*	56	20	27	11	30
Cc1cccc(-n2c(C3=C(O)c4ccccc4C3=O)nnc2-c2ccccc2)c1	98	100	84	100	105	112	96	97	88
COC(CCNS(=O)(=O)c1ccc(C)cc1)CC(C)c1ccc2ccccc2c1 (stereo unspecified)	93	95	82	100	97	103	98	94	93
NC(=O)CS	101	103	.	96	111	106	94	106	96
Cc1ccc(NC(=O)Nc2nccnc2OCc2cccc(Cl)c2)cc1	106	108	87	101	102	113	96	99	92
NS(=O)(=O)c1ccc(Nc2nc(N/N=C/c3ccc(Cl)cc3)nc(Nc3ccccc3)n2)cc1	54	82	82	59	74	73	40	55	52

# (cont.)
SMILES	SF-539	SN12C	UO-31	SF-295	SF-268	DU-145	786-0	U251	PC-3
C/C(=C(\c1ccc(OCCCN(C)C)cc1)c1ccc(OC(=O)c2ccccc2)cc1)c1ccc(Cl)cc1	106	105	84	104	100	113	99	90	96
c1ccc(Sc2nnc(-c3ccccc3)o2)cc1	92	44	86	95	98	99	82	93	94
CCCC(=O)NC(c1ccc2c(c1)OCO2)c1cc(Cl)c2cccnc2c1O (stereo unspecified)	19	38	-8.4*	13	38	54	32	17	35
O=C(c1ccc(O)cc1)C1[C@H](c2ccc(Cl)cc2)[C@@H](c2ccccc2)NC12C(=O)Nc1ccc(Cl)cc12 (stereo partly specified)	66	-1.8*	35	41	38	52	52	30	25
COc1ccc(C(=O)/C=C/c2c(-c3ccc(F)cc3)nc3sccn23)cc1OC	85	92	84	94	95	94	89	95	.
Cc1ccc(CC(CC(=O)O)C(=O)O)cc1 (stereo unspecified)	95	108	100	103	106	106	94	89	74
COc1cccc(/C=C(/C)c2ccc3cccc(OC)c3[o+]2)c1O	103	97	89	101	95	107	98	108	87
Clc1ccc(-c2nc(Br)cn3ccnc23)cc1	82	86	40	93	82	91	98	78	82
C[C@]12CCC3c4ccc(O)cc4CCC3C1C[C@@H](O)[C@@H]2O (stereo partly specified)	107	102	77	102	114	117	98	107	101
COP(C)(=O)c1ccc(N(C)C)cc1 (stereo unspecified)	109	96	86	101	101	109	102	99	99
c1ccc(C2=NN3C(C2)c2ccccc2OC3c2ccc3noc(-c4ccccc4)c3c2)cc1 (stereo unspecified)	96	97	77	95	102	111	108	103	108
CCNc1cc2c(cc1Br)-c1ccccc1C2=O	103	94	55	106	90	98	109	96	81
CC1Cc2ccccc2N1C(=O)c1ccc(C(=O)c2ccccc2)cc1 (stereo unspecified)	96	82	50	84	92	80	87	63	97
N#C/C(=C\c1c(-c2ccccc2)[nH]c2ccccc12)C(=O)c1ccc(Cl)cc1	-40*	67	47	32	51	28	45	19	33
O=Cc1c(Cl)c(Cl)c(C=O)c(Cl)c1Cl	99	102	76	89	107	115	105	105	89
CC(C(=O)O)N1C(=O)c2ccccc2C1=O (stereo unspecified)	110	92	94	95	101	111	100	99	97
O=C(O)C(O)c1cccc2ccccc12 (stereo unspecified)	99	98	81	96	97	102	100	105	99
Cn1c(=O)c2c(nc(Sc3nc(-c4ccccc4)c(C#N)c(=O)[nH]3)n2CC(=O)Nc2ccc(S(N)(=O)=O)cc2)n(C)c1=O	99	105	84	99	101	106	93	103	103
CCCCCC(=O)c1ccco1	98	104	90	103	114	109	96	98	104
C/C(=N/O)c1ccc(-n2c(=O)c3cc4c(=O)n(-c5ccc(/C(C)=N\O)cc5)c(=O)c4cc3c2=O)cc1	97	103	81	100	103	106	101	100	96

# Whole records, looked up by structure.
# COc1ccc(C(=O)/C=C/c2c(-c3ccc(F)cc3)nc3sccn23)cc1OC in the list: SF-539: 85; SN12C: 92; UO-31: 84; SF-295: 94; SF-268: 95; DU-145: 94; 786-0: 89; U251: 95; PC-3: .
# O=Cc1c(Cl)c(Cl)c(C=O)c(Cl)c1Cl in the list: SF-539: 99; SN12C: 102; UO-31: 76; SF-295: 89; SF-268: 107; DU-145: 115; 786-0: 105; U251: 105; PC-3: 89

# Later entries.
SMILES	SF-539	SN12C	UO-31	SF-295	SF-268	DU-145	786-0	U251	PC-3
O=C(NCn1c(=O)[nH]c2ccccc2c1=O)N(c1ccccc1)c1ccccc1	95	96	90	84	97	106	98	93	98
O=C(c1nc2ccccc2[nH]1)C1C(c2ccc(Cl)cc2Cl)C2CSCN2[C@@]12C(=O)Nc1ccccc12 (stereo partly specified)	76	63	40	64	47	87	86	79	50
O=C(NC(Cc1ccccc1)C(=O)CCl)OCc1ccccc1 (stereo unspecified)	62	57	60	.	63	94	80	.	67
CCOc1ccccc1NC(=O)c1cc(-c2ccc(OC)cc2)n(-c2ccc(S(C)(=O)=O)cc2)n1	61	85	78	90	103	104	105	88	88
CC(=O)Nc1cccc(C)c1	107	99	.	96	97	111	.	97	100
Brc1cc(Br)cc(CN2CCOCC2)c1	106	109	90	97	100	105	98	.	111
COc1ccc(NC(=O)COC(=O)c2ccc(C)s2)cc1S(=O)(=O)N1CCCCC1	100	98	63	66	97	100	100	96	89
O=C1NCCN1/N=C/c1ccc([N+](=O)[O-])o1	105	96	87	.	103	108	105	102	92
CCN(CC)c1ccc(C=O)c(OCc2cn(CC(=O)Nc3ccc(F)cc3Cl)nn2)c1	83	88	88	77	105	97	89	74	63

# Among those listed so far, these contain an NH in an aromatic ring:
SMILES	SF-539	SN12C	UO-31	SF-295	SF-268	DU-145	786-0	U251	PC-3
c1ccc2c(c1)Cc1c-2c2[nH]c3ccccc3c2c2[nH]c3ccccc3c12	100	97	64	87	101	101	96	100	83
O=C(O)c1cc(-c2ccc(F)cc2)c2sc(=O)[nH]c2n1	106	109	93	100	98	104	94	102	95
O=C(Nc1ccc(F)c(C(=O)c2c[nH]c3ncccc23)c1F)Nc1cccc2ccccc12	67	95	92	98	100	95	104	96	90
O=C(O)c1cc2cc(O)ccc2[nH]1	112	107	75	87	107	115	102	99	99
Cc1ccccc1Nc1ncnc2[nH]ncc12	102	107	84	109	100	109	118	107	92
CCOC(=O)/C(=C\n1c(=O)[nH]c(=O)[nH]c1=S)C(=O)c1ccccc1	96	111	84	100	98	110	95	93	95
COc1ccc(-c2c(N)n[nH]c2-c2cc(OC)c3c(c2)OCO3)cc1	89	82	73	86	96	99	98	83	92
N#C/C(=C\c1c(-c2ccccc2)[nH]c2ccccc12)C(=O)c1ccc(Cl)cc1	-40*	67	47	32	51	28	45	19	33
Cn1c(=O)c2c(nc(Sc3nc(-c4ccccc4)c(C#N)c(=O)[nH]3)n2CC(=O)Nc2ccc(S(N)(=O)=O)cc2)n(C)c1=O	99	105	84	99	101	106	93	103	103
O=C(NCn1c(=O)[nH]c2ccccc2c1=O)N(c1ccccc1)c1ccccc1	95	96	90	84	97	106	98	93	98
O=C(c1nc2ccccc2[nH]1)C1C(c2ccc(Cl)cc2Cl)C2CSCN2[C@@]12C(=O)Nc1ccccc12 (stereo partly specified)	76	63	40	64	47	87	86	79	50

# Screening results (PubChem)
